# TRHR enhancer: TRH receptor (human) allosteric enhancement; enhancement, % at 2 µM; TRHR cells, fluo-8 calcium fluorescence, EC20 TRH enhancement; P34981; actives 0.66% (n = 360,000); in the data active = enhancement above about 30%; also: 0% is about no effect
# Target sequence (P34981 whole entry, looked up): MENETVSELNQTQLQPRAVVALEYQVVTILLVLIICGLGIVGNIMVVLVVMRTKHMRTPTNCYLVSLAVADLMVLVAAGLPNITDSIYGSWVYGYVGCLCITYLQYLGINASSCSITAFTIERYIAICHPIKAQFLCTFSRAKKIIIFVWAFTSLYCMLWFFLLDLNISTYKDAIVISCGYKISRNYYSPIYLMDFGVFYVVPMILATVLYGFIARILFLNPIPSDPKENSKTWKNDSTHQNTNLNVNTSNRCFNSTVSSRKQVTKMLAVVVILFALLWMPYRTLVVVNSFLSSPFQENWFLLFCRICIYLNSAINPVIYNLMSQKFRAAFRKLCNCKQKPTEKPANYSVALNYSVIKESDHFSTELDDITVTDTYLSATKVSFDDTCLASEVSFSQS
#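 Enhancer read-out: after compound pinning and an initial kinetic agonist-mode read, an EC20 of TRH (10 nM final) was injected and fluo-8 calcium signal (Ex 480/Em 530) followed at 1 s/cycle for 100 cycles in TRHR-expressing cells.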
# D1 agonist: human D1 receptor agonism; P21728; HEK293 T-REx D1 cells, calcium flux, agonist mode; activation, % at 2 µM; actives 1% (n = 360,000); also: 0% is about no effect
#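 Inducible HEK293 T-REx D1 cells, force-coupled to calcium signalling, were plated at 4000 cells/well with tetracycline and held overnight at 30 C. After no-wash calcium dye loading, compound-evoked calcium rise over 180 s flagged agonists.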
# D1 potentiator: human D1 dopamine receptor positive modulation; potentiation, % at 10 µM; P21728; AID 504651; actives 0.036% (n = 360,000); HEK293 TREx D1 cells, calcium flux, dopamine EC20 potentiation; in the data active = potentiation above about 30%; also: 0% is about no effect
# D2 PAM: D2 dopamine receptor (human) potentiation. HEK293 T-REx D2, calcium flux, EC20 dopamine potentiation. potentiation, % at 10 µM. P14416. actives 0.34% (n = 340,000). AID 485347;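 active = potentiation over 3 SD above the plate norm, cut at about 30% in these data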; also: 0% is about no effect
# Target sequence (P14416 whole entry, looked up): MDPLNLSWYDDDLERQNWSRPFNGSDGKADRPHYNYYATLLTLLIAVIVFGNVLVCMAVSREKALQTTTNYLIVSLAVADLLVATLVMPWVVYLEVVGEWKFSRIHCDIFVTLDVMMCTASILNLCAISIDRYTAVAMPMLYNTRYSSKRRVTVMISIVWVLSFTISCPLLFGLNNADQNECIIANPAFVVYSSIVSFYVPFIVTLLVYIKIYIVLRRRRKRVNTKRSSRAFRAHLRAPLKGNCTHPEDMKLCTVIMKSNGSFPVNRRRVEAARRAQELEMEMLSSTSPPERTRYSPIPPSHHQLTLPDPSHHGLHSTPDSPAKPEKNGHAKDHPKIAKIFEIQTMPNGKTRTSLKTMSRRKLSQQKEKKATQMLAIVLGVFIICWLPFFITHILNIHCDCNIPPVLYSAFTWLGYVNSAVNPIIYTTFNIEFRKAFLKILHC
#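 Potentiation of an EC20 dopamine calcium response is measured in a force-coupled, tetracycline-inducible Hek293 Trex D2 line. Compound-only kinetic reads over 180 s flag agonists before dopamine addition.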
# D2 agonist: activates the human D2 dopamine receptor; actives 0.53% (n = 340,000); HEK293 T-REx D2 cells, calcium flux agonist mode; activation, % at 2 µM; P14416; AID 485358;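 active = activation over 3 SD above normal in the single-dose calcium agonist read, cut at about 30% in these data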; also: 0% is about no effect
#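 Agonism scored from kinetic calcium signal (1 read/sec, 180 s) following compound pin transfer, after a 10 s baseline. Cells: HEK293 Trex line expressing inducible D2 receptor coupled to calcium, dye-loaded after overnight culture at 30 C.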
# TRHR ag: agonists of human TRH receptor; P34981; TRHR cells, calcium flux fluo-8, FDSS agonist mode; activation, % at 2 µM; actives 0.18% (n = 360,000); AID 493084; also: 0% is about no effect
#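 Steps: seed TRHR cells overnight; add fluo-8 no-wash Ca dye, RT 30 min–1.5 h; record 10 s baseline; pin-transfer compounds; monitor fluorescence 1 cycle/s for the agonist window. Calcium increases flag candidate agonists.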
# D2 antagonist: antagonists of human D2 dopamine receptor; P14416; HEK293 TREx D2 cells, calcium flux, dopamine EC80; inhibition, % at 10 µM; actives 2% (n = 340,000); AID 485344; in the data active = inhibition above about 30%; also: 0% is about no effect
#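 Tetracycline-induced HEK293 TREx cells expressing D2 receptor forced-coupled to calcium signalling, loaded with no-wash calcium dye. Compounds added and calcium flux read 180 s, then dopamine added at EC80 and read a further 180 s.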
# D1 antagonist: antagonists of human D1 dopamine receptor; P21728; actives 3.2% (n = 360,000); HEK293 TREx D1 cells, calcium flux, dopamine EC80; hits give low values; activity change, negative = inhibition, % at 10 µM; AID 504652; in the data active = activity change below about -30%; also: % is scaled to controls: 0 for no effect and ±100 for the full control effect
#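 HEK293 T-REx cells expressing inducible, force-coupled D1 receptor; no-wash Ca dye, 30–90 min RT. Cmpd → 180 s read at 1 Hz → EC80 DA → 180 s read.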
# RXFP1 antag: blocks the human relaxin receptor RXFP1 | Q9HBX9 | actives 0.59% (n = 350,000) | AID 1259400 | HEK293-RXFP1, relaxin-stimulated cAMP HTRF, 30 min; hits give low values | activity change, negative = inhibition, % at 57.5 µM;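 active = activity change of -60% or lower, but not beyond a set lower limit; inconclusive = change between -60% and -40%, or beyond the set limit; inactive = change above -40%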; also: % is scaled to controls: 0 for no effect and ±100 for the full control effect
# Starred values were filed as active, the others as inactive; ? = inconclusive; / = no result given; & = joins results of further samples. Rule as the data show it, unless noted: active = activation above about 30%; inactive = the rest. Compounds as they come; about 7.3% have a hit in one of these screens.
1	O=C(Cc1ccc(Cl)cc1)Nc1ccc2c(c1)C(=O)NC2=O
2	CCCOC(=O)c1ccc(Nc2cc(C)nc3ncnn23)cc1
3	CN(C)c1ccc(C(CNC(=O)c2ccccc2Cl)N2CCc3ccccc32)cc1 (stereo not drawn)
4	CC1(C)OC(=O)N(c2cccnc2)C1(C)O (stereo not drawn)
5	Cc1occc1C(=O)NCc1nc(-c2ccc(Cl)cc2)no1
compound no.	1	2	3	4	5
TRHR enhancer	-12	8	2	7	7
D1 agonist	6	2	-1	-3	2
D1 potentiator	-11	-7	1	-7	-7
D2 PAM	-13	-8	/	-5	-16
D2 agonist	-0.5	1.1	-2.9	0.0	0.2
TRHR ag	-1.7	0.0	-0.1	1.5	0.0
D2 antagonist	10	-14	/	-9	14
D1 antagonist	-26	-14	-8	-1	7
RXFP1 antag	-16	-3	-16	1	4

6	COc1cccc(OC)c1OCCCCc1c(C)n[nH]c1C
7	Cn1c(C(=O)NCCC2=CCCCC2)cc2c(=O)n3ccccc3nc21
8	COc1ccccc1OCCSc1nc2ccccc2n1CCC(=O)O
9	N=c1sccn1CC(=O)Nc1ccc(Cl)c(S(=O)(=O)N2CCOCC2)c1
10	CN1CCN(C(CNS(=O)(=O)c2ccc(Br)cc2)c2ccc3c(c2)OCO3)CC1 (stereo not drawn)
compound no.	6	7	8	9	10
TRHR enhancer	-2	-4	-2	-5	-2
D1 agonist	4	0	-1	13	12
D1 potentiator	-3	5	4	1	-3
D2 PAM	/	-6	-8	-4	13
D2 agonist	/	0.1	-2.9	0.4	3.4
TRHR ag	-0.9	0.4	0.6	0.7	0.9
D2 antagonist	/	-18	-8	3	-9
D1 antagonist	8	-1	42	8	2
RXFP1 antag	0	10	-2	-11	-15

11	CN(C(=O)COC(=O)C12CC3CC(CC(C3)C1)C2)c1c(N)n(Cc2ccccc2)c(=O)[nH]c1=O
12	CCOC(=O)C1CCN(C(=O)c2ccccc2NS(=O)(=O)c2cc(C)ccc2C)CC1
13	CCN1CCN(C(c2ccccc2)c2nnnn2CCc2ccc(OC)c(OC)c2)CC1 (stereo not drawn)
14	Cc1c(Cl)cccc1NC(=O)c1cc(C2CC2)on1
15	O=[N+]([O-])c1ccc(OCCCCN2CCCCC2)cc1
compound no.	11	12	13	14	15
TRHR enhancer	2	4	-5	6	3
D1 agonist	3	-1	0	1	8
D1 potentiator	1	-1	1	-2	-3
D2 PAM	6	-3	-4	6	-13
D2 agonist	0.1	-0.3	0.4	0.1	-0.3
TRHR ag	0.2	0.0	0.2	0.0	-0.8
D2 antagonist	47*	-9	7	-1	24
D1 antagonist	-6	-8	-4	-5	-1
RXFP1 antag	2	7	-4	/	3

16	COc1cccc(C(=O)Nc2ccc(Oc3cccc(C(F)(F)F)c3)nc2)c1
17	COC(=O)Cn1cnc2c(cnn2-c2ccc(C)cc2)c1=O
18	Cc1ccc(S(=O)(=O)c2cc3c(=O)n4ccccc4nc3n(C)c2=N)cc1
19	Cc1nc(NC(=O)CC(C)C)sc1-c1csc(Nc2ccc(Cl)cc2)n1
20	CN(Cc1ccccc1)S(=O)(=O)c1cccc2cccnc12
compound no.	16	17	18	19	20
TRHR enhancer	2	-8	-1	1	-5
D1 agonist	42*	4	5	0	2
D1 potentiator	-4	1	-2	2	0
D2 PAM	5	-8	8	10	9
D2 agonist	-1.2	0.0	-0.7	0.0	0.4
TRHR ag	-1.4	-0.6	-2.0	2.7	-0.4
D2 antagonist	-8	-2	0	-2	8
D1 antagonist	-42*	-19	-5	5	-10
RXFP1 antag	-7	-5	2	/	-15

21	O=C(O)c1ccc2c(c1)C(=O)N([C@H](Cc1ccc(Cl)cc1)C(=O)O)C2=O
22	COc1ccc(OC)c(NC(=O)CSc2nnc(Cn3nnc4ccccc43)n2C)c1
23	CSCc1nnc(NC(=O)c2ccc(S(=O)(=O)N(CC(C)C)CC(C)C)cc2)o1
24	CNC(=O)CN(c1ccc(Oc2ccccc2)cc1)S(=O)(=O)c1ccc(C)cc1
25	O=C(O)c1ccc(OCc2occc2C(=O)O)cc1
compound no.	21	22	23	24	25
TRHR enhancer	-1	9	-5	-3	6
D1 agonist	1	1	-1	6	1
D1 potentiator	4	-4	-3	-10	0
D2 PAM	/	-13	4	3	8
D2 agonist	/	0.2	-1.4	0.5	0.1
TRHR ag	0.1	-0.4	-0.6	3.5	-0.1
D2 antagonist	/	-5	8	-1	-20
D1 antagonist	19	6	1	-3	-1
RXFP1 antag	/	3	/	-9	3

# Shown with bars between the fields: 2 of the compounds above
no. | Molecule | TRHR enhancer | D1 agonist | D1 potentiator | D2 PAM | D2 agonist | TRHR ag | D2 antagonist | D1 antagonist | RXFP1 antag
21 | O=C(O)c1ccc2c(c1)C(=O)N([C@H](Cc1ccc(Cl)cc1)C(=O)O)C2=O | -1 | 1 | 4 | / | / | 0.1 | / | 19 | /
22 | COc1ccc(OC)c(NC(=O)CSc2nnc(Cn3nnc4ccccc43)n2C)c1 | 9 | 1 | -4 | -13 | 0.2 | -0.4 | -5 | 6 | 3

# New compounds follow
26	CCOc1ccc(S(=O)(=O)N(CC)CC)cc1N
27	CCOc1ccc(C(=O)CSCC(=O)O)cc1
28	COc1ccc(-c2cc(C(F)(F)F)n3nc(C(=O)O)cc3n2)cc1OC
29	Cc1cccc(C)c1NC(=S)/N=C/N(C)C
30	CCOc1ccc(Nc2nc(NCC3CCCO3)c3ccccc3n2)cc1 (stereo not drawn)
compound no.	26	27	28	29	30
TRHR enhancer	-7	-5	-10	-4	-1
D1 agonist	3	3	2	2	22
D1 potentiator	1	-3	-6	4	-12
D2 PAM	4	7	-6	4	-4
D2 agonist	1.3	-0.4	-2.7	/	-0.3
TRHR ag	-0.8	-0.1	1.1	1.1	-2.8
D2 antagonist	-5	-17	-19	/	-28
D1 antagonist	0	-10	-16	-1	-23
RXFP1 antag	0	-4	-9	-4	?

31	CC(OC(=O)C1=COCCO1)C(=O)c1ccc(C(C)(C)C)cc1 (stereo not drawn)
32	COc1ccc(CNC(=O)Cn2nnc(-c3ccc(S(C)(=O)=O)cc3)n2)cc1
33	O=C(Nc1c2c(nn1-c1ccc(F)cc1)CS(=O)(=O)C2)C12CC3CC(CC(C3)C1)C2
34	CCOc1ccc(S(=O)(=O)NC(C)C)cc1C(N)=O
35	CC(C)C[C@H](NC(=O)c1nc[nH]c1C(=O)N1CCc2ccccc2C1)C(=O)OC(C)(C)C
compound no.	31	32	33	34	35
TRHR enhancer	-1	-3	-8	-1	-1
D1 agonist	10	0	1	3	-1
D1 potentiator	-3	0	10	-3	1
D2 PAM	3	20	18	1	1
D2 agonist	-0.4	/	1.1	0.6	0.1
TRHR ag	0.1	-3.7	0.3	1.4	-0.4
D2 antagonist	-6	/	-8	5	0
D1 antagonist	-5	15	3	-9	-6
RXFP1 antag	?	2	-10	1	/

36	CCC(C)c1ccccc1NC(=O)COC(=O)c1ccc(N2CCCC2)c([N+](=O)[O-])c1 (stereo not drawn)
37	COCCC(=O)N1CCC(Oc2ccc(C(=O)N3C[C@@H]4CCC[C@H]3C4)cc2)CC1
38	Cc1c(NC(=O)c2cc(-c3ccc(Br)cc3)on2)c(=O)n(-c2ccccc2)n1C
39	CC(NC(=O)C(=O)Nc1c2c(nn1-c1ccc(F)cc1)CSC2)c1ccccc1 (stereo not drawn)
40	CN(Cc1ccncn1)C(=O)C1CCC(=O)N(Cc2cccc(C(F)(F)F)c2)C1 (stereo not drawn)
compound no.	36	37	38	39	40
TRHR enhancer	0	-5	-1&11	-3	5
D1 agonist	-1	7	1&1	12	2
D1 potentiator	-3	4	-2&0	0	-1
D2 PAM	12	4	-3&10	-10	-2
D2 agonist	1.8	0.2	1.2&-0.4	1.1	0.4
TRHR ag	1.0	0.0	-0.8&-2.0	0.2	0.6
D2 antagonist	-5	-14	-12	/	-8
D1 antagonist	3	-10	-2&-2	/	-17
RXFP1 antag	-3	-3	8&-9	-34	-4

41	Cc1ccccc1NS(=O)(=O)c1ccc(C(=O)N2CCN(S(=O)(=O)c3ccccc3)CC2)cc1
42	COC(=O)c1c(NC(=O)Cc2coc3cc(C)ccc23)sc2c1CCC2
43	CCC(=O)c1ccc2c(c1)OCCO2
44	Cc1ccc2cc(CN(C(=O)C3CCCO3)C3CCCCC3)c(=O)[nH]c2c1 (stereo not drawn)
45	O=C(CN(Cc1ccc(Cl)cc1)C(=O)c1csnn1)NCc1ccc(F)cc1
compound no.	41	42	43	44	45
TRHR enhancer	-8	6	-1	-3	-4
D1 agonist	1	4	2	0	4
D1 potentiator	-9	1	7	2	-2
D2 PAM	-10	20	6	-8	-4
D2 agonist	0.2	-1.4	0.9	-0.3	-0.4
TRHR ag	0.7	-0.9	-1.2	1.9	-0.2
D2 antagonist	10	/	3	-3	-14
D1 antagonist	-10	1	4	-1	-15
RXFP1 antag	-11	-7	3	2	-1

46	Cc1ccc(NC(c2ccc(Cl)cc2)c2nnc(-c3cccc(F)c3)o2)cc1C (stereo not drawn)
47	CCn1c(C)nc2cc(C(=O)N/N=C/c3cccc(OC)c3O)ccc21
48	CC1(c2ccc3c(c2)OCCO3)NC(=O)N(CC(=O)Nc2ccccc2)C1=O (stereo not drawn)
49	O=C(NCCCN1CCCC1)c1ccc2c(c1)N(Cc1ccccc1F)C(=O)c1ccccc1S2=O (stereo not drawn)
50	O=C(NNC(=S)Nc1ccc(Cl)cc1Cl)c1cccnc1
compound no.	46	47	48	49	50
TRHR enhancer	0	5	8	8	8
D1 agonist	-1	1	9	16	2
D1 potentiator	3	-4	0	2	-3
D2 PAM	18	2	/	-3	2
D2 agonist	-0.3	0.3	/	0.8	-0.4
TRHR ag	0.1	0.1	1.5	1.1	-0.4
D2 antagonist	/	-8	/	-3	0
D1 antagonist	0	10	49	-5	-8
RXFP1 antag	1	14	2	0	2

51	CCN1CCc2nc(NC(=O)c3ccc(S(=O)(=O)N(C)C)cc3)sc2C1
52	CC(Oc1cccc2c1OC(C)(C)C2)C(=O)O (stereo not drawn)
53	Oc1ccc(/C=N/Nc2nn3cnnc3c3ccccc23)cc1
54	COc1ccc(N(CC(=O)NCc2ccncc2)S(=O)(=O)c2ccccc2[N+](=O)[O-])c(OC)c1
55	O=[N+]([O-])c1cn(Cc2ccccc2)cn1
56	O=C(c1ccc2c(c1)OCO2)N1CCN(c2ccc(F)cc2)CC1
57	ClCC1=Nc2cccc3cccc(c23)N1
compound no.	51	52	53	54	55	56	57
TRHR enhancer	11	-7	9	-3	-1	-6	0
D1 agonist	5	2	0	2	3	2	0
D1 potentiator	-2	-5	-1	0	-5	-3	1
D2 PAM	/	-10	-1	2	-6	-9	-16
D2 agonist	/	0.9	-0.7	0.9	1.2	-0.9	-0.5
TRHR ag	4.1	1.3	0.5	0.3	-0.2	0.6	-1.2
D2 antagonist	/	-4	-9	-6	-8	4	6
D1 antagonist	-7	-1	-51*	4	-7	7	1
RXFP1 antag	2	-3	3	-8	/	-2	/

# Just TRHR enhancer and D1 agonist (3 entries from above):
item | smiles | TRHR enhancer | D1 agonist
53 | Oc1ccc(/C=N/Nc2nn3cnnc3c3ccccc23)cc1 | 9 | 0
54 | COc1ccc(N(CC(=O)NCc2ccncc2)S(=O)(=O)c2ccccc2[N+](=O)[O-])c(OC)c1 | -3 | 2
55 | O=[N+]([O-])c1cn(Cc2ccccc2)cn1 | -1 | 3
